Assay outcomes (PubChem)
UHRF1 MBD2 ctr – blocks human UHRF1 binding to methylated DNA | UHRF1 binding to methylated oligo, TR-FRET | inhibition, % at 4.4 µM | Q96T88 | hit rate 0.75% among 370,000; in the data active means inhibition above about 21%;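 further: UHRF1 SRA domain binding a hemimethylated CpG hairpin DNA probe; 0% = median of test compound wells and 100% = reference inhibitor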
ADAM17 inh – inhibits human ADAM17; P78536; recombinant ADAM17, EDANS/DABCYL FRET peptide cleavage; inhibition, % at 6.95 µM; hit rate 0.83% among 370,000;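 active means inhibition above the mean of compounds lying between control limits plus 3 SD, set per campaign, cut at about 8.5% in these data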;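 further: 0% = DMSO-only wells as the low control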
Target sequence (P78536 215-824 limits assumed): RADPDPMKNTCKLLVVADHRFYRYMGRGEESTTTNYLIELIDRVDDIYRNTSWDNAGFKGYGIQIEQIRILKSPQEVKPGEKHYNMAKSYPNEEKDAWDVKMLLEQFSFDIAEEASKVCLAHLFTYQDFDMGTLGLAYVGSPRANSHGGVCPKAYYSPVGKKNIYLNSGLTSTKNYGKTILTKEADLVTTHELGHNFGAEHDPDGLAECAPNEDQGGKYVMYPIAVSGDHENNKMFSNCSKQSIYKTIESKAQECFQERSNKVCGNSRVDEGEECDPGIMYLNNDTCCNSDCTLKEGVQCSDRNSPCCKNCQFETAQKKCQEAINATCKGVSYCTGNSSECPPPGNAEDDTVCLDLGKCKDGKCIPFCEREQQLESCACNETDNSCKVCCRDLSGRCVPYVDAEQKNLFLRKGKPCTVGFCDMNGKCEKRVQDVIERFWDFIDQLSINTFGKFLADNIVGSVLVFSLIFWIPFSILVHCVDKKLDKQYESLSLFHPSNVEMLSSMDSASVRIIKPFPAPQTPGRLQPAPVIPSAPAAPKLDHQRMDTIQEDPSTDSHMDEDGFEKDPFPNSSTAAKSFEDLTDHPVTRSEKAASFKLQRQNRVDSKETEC
MBD2 inh – inhibitors of human MBD2 binding to methylated oligonucleotide; Q9UBB5; TR-FRET; inhibition, % at 4.4 µM; hit rate 0.31% among 370,000; AID 686964; in the data active means inhibition above about 13%
Target sequence (Q9UBB5 whole entry, looked up): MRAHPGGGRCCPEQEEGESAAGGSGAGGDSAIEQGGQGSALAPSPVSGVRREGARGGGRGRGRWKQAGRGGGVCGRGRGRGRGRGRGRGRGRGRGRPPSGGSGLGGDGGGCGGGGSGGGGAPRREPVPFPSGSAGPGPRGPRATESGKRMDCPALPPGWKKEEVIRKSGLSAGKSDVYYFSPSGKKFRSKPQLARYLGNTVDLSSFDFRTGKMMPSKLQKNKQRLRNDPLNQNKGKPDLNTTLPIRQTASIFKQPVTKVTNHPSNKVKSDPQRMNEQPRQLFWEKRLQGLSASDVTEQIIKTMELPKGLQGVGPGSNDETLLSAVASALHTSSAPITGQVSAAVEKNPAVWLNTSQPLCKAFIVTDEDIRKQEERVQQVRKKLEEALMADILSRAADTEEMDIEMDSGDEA
ARFGAP1 inh – inhibits rat ARF GTPase activating protein 1 | Q62848 | Arfgap1-stimulated ARF1 GTP hydrolysis, GDP FP detection | inhibition, % at 16.5 µM | hit rate 0.26% among 360,000;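 active means inhibition above a per-plate limit, mean inhibition of low control wells plus 3 SD, cut at about 25% in these data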;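 further: 0% = DMSO wells with enzyme and 100% = wells lacking Arfgap1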
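Assay system: Rat Arfgap1 GAP domain (His6, aa 1-136), purified enzyme | Buffer or medium: HEPES 25 mM pH 7.5, NaCl 150 mM, MgCl2, DTT | Schedule: GTP hydrolysis reaction 2 h at 25 °C | Signal: FP of antibody-bound GDP Alexa 633 tracer, ex 620/em 688 nm | Measure: Percent inhibition of Arfgap1-stimulated GTP hydrolysis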
KLK7 zymogen act – activators of human kallikrein-7 zymogen. P49862. purified proKLK7, EDANS-DABCYL substrate fluorescence; 100% is mature enzyme control, 0% vehicle. activation, % at 7 µM. hit rate 0.9% among 370,000. AID 652039;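 active means activation above the mean of all tested compounds plus 3 SD, computed per campaign excluding outliers beyond control limits, cut at about 13% in these data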
DDE Tn6 FP inh – disrupts Tn6 cyclic peptide binding to fibrin D-Dimer-E complex. P02675. Fibrin DD(E) TRITC-Tn6 fluorescence polarization displacement. inhibition, % at 8.3 µM. hit rate 0.21% among 370,000;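 active means inhibition above a per-campaign cutoff: mean of compounds within control limits plus 3 SD, cut at about 15% in these data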;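 further: 0% = median of all compound wells on the plate and 100% = blocking peptide control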
ASAP1 GAP inh – ASAP1 ArfGAP inhibition; Q9ULH1; hit rate 0.19% among 360,000; ASAP1-stimulated ARF1 GTP hydrolysis, GDP FP detection; inhibition, % at 16.5 µM; in the data active means inhibition above about 25%;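 further: 0% = vehicle with enzyme and substrate and 100% = no enzyme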
Tn7 DDE FP – disrupts Tn7 cyclic peptide binding to fibrin D-Dimer-E complex; P02675; FP displacement of FITC-Tn7 peptide from fibrin DD(E); 0% = median of compound wells per plate; inhibition, % at 8.3 µM; hit rate 0.13% among 370,000; AID 720508;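 active means inhibition above the mean of compounds falling within the control limits plus 3 SD of them, cut at about 14% in these data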;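 further: 0% = plate median of compound wells and 100% = 10 µM Aha-Tn7 peptide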
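Assay system: human fibrin DD(E). Input: DD(E) 2 µM final. Medium: Tris buffer with calcium and detergent, pH 7.8. Compound dosing: single point at 8.3 µM. Timing: 10 min plus 3 h, room temperature. Technique: fluorescence polarization of the labelled Tn7 tracer. Read-out: percent inhibition. Replicates: singlicate testing.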
PLC-gamma1 inh – PLC-gamma1 (human) inhibition, primary screen; P19174; purified PLC-gamma1, fluorogenic substrate, fluorescence; inhibition, % at 12.2 µM; hit rate 0.84% among 370,000; in the data active means inhibition above about 9.5%
PLCb3 inh – inhibitors of human phospholipase C beta3 | Q01970 | Purified PLC-beta3, fluorogenic substrate, fluorescence | inhibition, % at 12.2 µM | hit rate 0.18% among 370,000; in the data active means inhibition above about 11%;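 further: 0% = median of compound wells on plate and 100% = full blocker control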
The depositor's hits bear a star.

SMILES	UHRF1 MBD2 ctr	ADAM17 inh	MBD2 inh	ARFGAP1 inh	KLK7 zymogen act	DDE Tn6 FP inh	ASAP1 GAP inh	Tn7 DDE FP	PLC-gamma1 inh	PLCb3 inh
CCCN(C(=O)CCNC(=O)Cn1cnc2ccccc2c1=O)c1cccc(C)c1	6	-3	4	7	-0.2	-2	1	-4	11*	-3
CNC(=S)N1CCC(NC(=O)C(Cc2ccc(OC)cc2)NC(C)=O)CC1 (stereo not given)	1	-5	8	-6	-0.5	-8	10	4	0	1
O=S(=O)(c1ccccc1F)N1CCC(c2nc3ccccc3[nH]2)CC1	-4	0	-4	4	0.5	1	1	8	0	-7
C/C(N)=C(/C#N)C(=O)COC(=O)c1ccc(NC(N)=O)cc1	-2	-1	-1	0	-0.2	-1	-2	3	6	-6
CC1(C)C2CC=C(/C=N/NC(=O)c3ccccc3Br)C1C2 (stereo not given)	7	-1	-1	2	-0.4	-5	3	-1	5	6
O=C(Nc1ccc(S(=O)(=O)N2CCCC2)cc1)c1c(F)cccc1F	1	-1	-2	-2	0.3	-3	3	-5	2	-3
CCC(C)COC(=O)c1ccc(C(=O)O)cc1 (stereo not given)	-1	-3	0	-5	0.3	4	4	0	0	-1
COc1ccc(OC)c(CC(=O)Nc2cc(S(=O)(=O)N3CCCCC3)ccc2C)c1	-1	-8	1	-4	-0.4	-5	3	5	1	-3
NC(=O)C1CCCN(C(=O)c2ccc(Cl)cc2)C1 (stereo not given)	7	0	0	4	0.5	0	-8	-1	2	6
CCOC(=O)c1ncn2c1C(=O)OC2(C)C	0	4	-1	8	0.3	0	-2	0	15*	6
C1CN(CC2CCN(c3nc4nonc4nc3N3CCSCC3)CC2)CCO1	-1	0	1	1	0.0	3	7	5	2	3
CC(C)Nc1nc(NC(C)C)nc(OCCOC(=O)Nc2ccccc2)n1	-3	-4	7	-10	0.1	0	-3	-1	-2	1
CC(C)(C)OC(=O)N1CCc2onc(-c3ccc(-n4cc(C5=CCCCC5)nn4)cc3)c2C1=O	4	-4	-2	-5	0.2	5	-2	9	0	5
COc1ccc(C(=O)Cn2c(NCCO)nc3ccccc32)cc1OC	3	0	-1	-8	0.2	3	1	2	7	-2
CCCC(C(=O)NC1CCCC1)N(Cc1ccc(F)cc1)C(=O)c1snc(C(N)=O)c1N (stereo not given)	-4	-32	-4	2	0.6	-6	-1	0	-47	-70

Random excerpt: 2 records from the list
SMILES	UHRF1 MBD2 ctr	ADAM17 inh	MBD2 inh	ARFGAP1 inh	KLK7 zymogen act	DDE Tn6 FP inh	ASAP1 GAP inh	Tn7 DDE FP	PLC-gamma1 inh	PLCb3 inh
CC1(C)C2CC=C(/C=N/NC(=O)c3ccccc3Br)C1C2 (stereo not given)	7	-1	-1	2	-0.4	-5	3	-1	5	6
CCOC(=O)c1ncn2c1C(=O)OC2(C)C	0	4	-1	8	0.3	0	-2	0	15*	6

(list continues)
SMILES	UHRF1 MBD2 ctr	ADAM17 inh	MBD2 inh	ARFGAP1 inh	KLK7 zymogen act	DDE Tn6 FP inh	ASAP1 GAP inh	Tn7 DDE FP	PLC-gamma1 inh	PLCb3 inh
COC(=O)c1cc2c(c3c4cc(F)ccc4n(S(=O)(=O)c4ccc(C)cc4)c13)C(=O)N(C)C2	1	-2	-6	-3	-1.0	-1	-2	10	-11	-13
O=C(O)c1ccn(CSc2cc(Cl)ccc2Cl)n1	0	-3	1	-9	0.4	-2	-1	1	1	-7
O=C(CNC(=O)c1ccc(-c2ccccc2)cc1)OCc1c(Cl)cccc1Cl	3	6	0	-3	0.0	-8	-12	-6	7	3
COc1cc(/C=N/n2nnnc2N)ccc1OCc1c(C)no[n+]1[O-]	1	-6	0	8	0.8	2	1	0	-11	-10
COc1ccc(-c2sc3cc(OC)ccc3c2-c2ccc(OCCN3CCOCC3)cc2)cc1	-1	-29	-7	6	-8.5	-6	-6	-7	-66	-98
CCOC(=O)C1CCN(C(=O)c2ccc(S(=O)(=O)Nc3ccccc3Cl)cc2)CC1	-2	-4	6	-1	0.6	4	8	-2	2	1
O=S(=O)(NCc1ccncc1)c1ccccc1	-3	0	4	3	0.5	-8	8	1	0	2
COc1ccc(OC)c(NC(=O)c2c(NC(=O)CCC(=O)O)sc3c2CCCCC3)c1	-3	5	-1	4	0.3	5	-9	2	-12	-16
Cn1c(=O)c2c(SCC(=O)NCC3CCCO3)nc(CC(C)(C)C)nc2n(C)c1=O (stereo not given)	4	2	-3	11	0.1	0	0	-7	3	1
CC(C)(C)c1ccc(NC(=O)COC(=O)CCN2C(=O)c3cccc([N+](=O)[O-])c3C2=O)cc1	2	-6	7	-2	-0.1	-2	-1	-2	-13	-12
CCN(CC)S(=O)(=O)c1ccc(N2CCCC2)c(C(=O)Nc2ccc(OC)c(Cl)c2)c1	2	-1	0	4	0.5	-3	-10	0	0	3
O=C(NCc1ccco1)C(c1ccco1)N(Cc1cccs1)C(=O)Cn1nnc2ccccc21 (stereo not given)	17	-1	6	-8	-0.4	-4	-13	2	0	4
Cc1cccc2nc(CSCc3ccco3)cn12	5	-5	-1	1	1.6	-4	-3	1	-23	-35
O=C(C1CCCN(S(=O)(=O)c2cnc[nH]2)C1)N(CCc1ccccc1)Cc1ccccc1 (stereo not given)	1	0	1	-8	0.5	0	0	-3	4	6
COc1ccc(CCC(=O)NNC(=O)c2cc(Cl)ccc2OC)cc1	-1	8.8*	-4	5	0.3	-6	0	-5	3	-4
CCOc1ccccc1/C=N/Nc1ccnc(=O)[nH]1	-3	1	0	2	-0.2	4	6	-1	0	-4
CCc1c(C)nn(C(=O)/C(C#N)=C\N(C)C)c1C	5	0	2	13	0.0	1	-4	-1	0	-5
O=C(CSc1ccc2c(c1)OCCO2)N1CCN(c2ccccc2O)CC1	1	-2	0	9	0.0	0	-5	2	-1	-3
COCC1CCCCN1C(=O)c1cc(COc2ccc3ncccc3c2)on1 (stereo not given)	-2	-5	-3	-6	0.0	8	-2	2	-2	-9
Cc1ccc(-c2ccc(/C=N\NC(=O)C3C(=O)NCC3c3ccccc3)o2)cc1Cl (stereo not given)	1	-6	2	-3	-4.8	-9	-3	0	0	-12
COc1ccc(N(CCC(=O)NCCc2ccccc2)S(=O)(=O)c2ccc(C)cc2C)cc1	0	2	-8	4	0.8	-2	11	-8	-3	-5
COc1cccc(CCc2nnc(CCC(=O)N3CCN(Cc4ccccn4)CC3)o2)c1	-2	-1	1	6	1.0	7	-6	-7	0	-8
O=C(/C=C/c1ccccn1)c1cc(Br)ccc1O	-3	-7	0	-2	-0.1	8	-5	-3	-4	-19
O=C(Nc1cccc(NC(=O)c2nccc3ccccc23)c1)c1ccco1	-2	4	-3	6	0.6	6	-13	2	-5	-6
CCOC(=O)N1CCC(NC(=O)c2ccc(CS(=O)c3ccc(Cl)cc3)o2)CC1 (stereo not given)	0	-1	1	0	-0.4	13	-9	12	0	-6
O=C(CN(C(=O)CCC(=O)Nc1nccs1)c1ccc2c(c1)OCCO2)NCc1ccco1	2	-5	6	-3	0.0	3	2	4	2	0
CCOC(=O)C1=C(CSc2n[nH]c(N)n2)NC(=O)NC1C (stereo not given)	-4	-2	2	-3	-0.3	6	-4	0	1	-1
Cc1ccc(S(=O)(=O)Nc2ccccc2C(=O)N2CCCCC2C)c(C)c1NS(C)(=O)=O (stereo not given)	0	-2	6	4	0.1	2	12	-7	3	0
Cc1ccccc1CNCc1ccc2c(c1)OCO2	0	-6	3	-6	-0.3	3	13	2	-1	-3
CNC(=O)c1cnc(-c2ccccc2)nc1-c1ccccc1	0	0	5	16	0.4	4	5	-4	4	-5
Cc1ccc(S(=O)(=O)NCCOc2nc(N(C)C)nc(N(C)C)n2)cc1	0	-3	-2	8	0.1	0	3	-6	-1	-4
CCCN1CC(=O)N2C(c3ccccc3)c3[nH]c4ccccc4c3C[C@H]2C1=O (stereo not given in full)	1	-4	0	5	0.2	7	-5	6	-3	-10
C[C@H](CO)N1C[C@H](C)[C@@H](CN(C)S(=O)(=O)c2cccc(F)c2)OCc2cn(nn2)CCCC1=O	0	1	-5	7	0.0	4	-5	-4	1	3
CCC(CC)c1nnc(NC(=O)C2CCCO2)s1 (stereo not given)	1	-1	-2	-2	0.9	1	-22	3	2	0
CCCN(CCC)S(=O)(=O)c1cc(CN2C(=O)c3cccnc3C2=O)ccc1OC	2	-5	6	-3	-0.3	-1	-5	5	0	-4
CCCCn1c(-c2ccco2)nc2oc3ccccc3c(=O)c2c1=O	-1	-1	1	3	-0.7	1	6	-2	0	-7
CC(C)(C)OC(=O)C[C@H]1C/C=C\C[C@@H](CC(=O)N(CCO)Cc2ccccc2)C(=O)N[C@@H](c2ccccc2)COC1=O	-4	-4	-1	15	0.6	2	1	1	0	-2
COC(=O)C1CCN(C2CN(Cc3ccc(F)cc3)S(=O)(=O)C2)CC1 (stereo not given)	-1	-6	4	9	0.3	4	15	2	1	1
Cc1ccc(N=C2NC(=O)/C(=C/c3cccn3C)S2)cc1	2	4	-1	7	-0.2	1	-4	2	-7	-18
O=C(Nc1ccc2c(c1)OCO2)c1ccccc1	-1	1	-2	9	0.8	-4	3	4	-1	-6
CC(=O)NCCCC(=O)NNC1CC(=O)N(c2cccc(Cl)c2)C1=O (stereo not given)	0	-2	-1	-1	0.2	2	-2	-1	0	-5
O=C(Nc1cccc(F)c1)C1CCN(C(=O)NCc2ccccc2)CC1	2	-1	-10	-6	0.6	-3	-4	0	-1	-4
Cc1ccc(S(=O)(=O)N2CCOCC2)cc1NC(=O)c1cccc(S(=O)(=O)N2CCCC2)c1	-2	-2	1	11	0.5	6	1	0	4	3
CCCN(CCC)C(=O)Cn1c(=O)c2ccccc2n2c(=S)sc(-c3ccccc3C)c12	1	1	3	-6	0.8	-2	9	-9	0	-1
O=C(NCCCN1CCOCC1)[C@@H]1CSC2c3ccccc3C(=O)N21 (stereo not given in full)	-2	1	1	6	0.4	4	-10	0	3	3
Cc1ccc(C)c(COc2coc(CN3CCN(C(=O)c4ccco4)CC3)cc2=O)c1	-2	0	-2	0	0.7	-6	-26	-8	-1	7
O=C(c1cc(-c2cccs2)nn1-c1ccccc1)N1CCN(S(=O)(=O)c2ccccc2)CC1	0	-1	0	-9	0.1	-3	-7	1	-1	2
Cc1ccc(NC(=O)CN2CCN(Cc3ccccc3)CC2)cc1	-32	-8	-7	-6	-0.9	-4	-2	1	-48	-64
Nc1c(C(=O)NCc2ccccc2)nnn1Cc1ccccc1	1	0	-1	6	-0.1	-3	8	-5	3	-2
COc1cc(C(=O)N2CCN(C(=O)CC(C)C)CC2)cc(OC)c1OC	31*	-7	9	13	-0.6	-2	4	13	3	-5
CCC(CC)COC(=O)C1=C(C)NC(=O)NC1c1cccc([N+](=O)[O-])c1 (stereo not given)	1	1	-4	-3	0.1	-9	6	-1	3	-1

Part of the list above with just UHRF1 MBD2 ctr, MBD2 inh and PLCb3 inh:
canonical_smiles	UHRF1 MBD2 ctr	MBD2 inh	PLCb3 inh
Cc1ccc(NC(=O)CN2CCN(Cc3ccccc3)CC2)cc1	-32	-7	-64
Nc1c(C(=O)NCc2ccccc2)nnn1Cc1ccccc1	1	-1	-2
COc1cc(C(=O)N2CCN(C(=O)CC(C)C)CC2)cc(OC)c1OC	31*	9	-5
CCC(CC)COC(=O)C1=C(C)NC(=O)NC1c1cccc([N+](=O)[O-])c1 (stereo not given)	1	-4	-1
